B2AR arrestin – agonists driving beta-arrestin recruitment to human beta2-adrenergic receptor; P07550; beta-arrestin recruitment to beta2AR, cell-based reporter; Potency, µM (top dose mostly 46.1 µM), for inactives: at the top dose activation, most hits filed as activators; hit rate 0.02% among 330,000; AID 492947;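 note: potency is the fitted concentration of half-maximal effect; 0% = DMSO controls and full agonism = EC100 isoproterenol or metaproterenol; nearly all actives have a fitted effect of over 65% in size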
TSHR antag – blocks TSH signaling through the human TSH receptor; TSHR-expressing cells, TSH-stimulated cAMP HTRF, 2 h; hits give low values; activity change, negative = inhibition, % at 11.5 µM; hit rate 0.2% among 330,000;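 active = activity change below a set negative limit, meaning inhibition stronger than a set level, cut at about -70% in these data; inconclusive = activity change between two set negative limits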; note: % is set by controls: 0 for no effect and ±100 for the full control effect
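Cell-based HTRF cAMP assay; TSHR cells + compound, TSH EC80 (4nM final), 2 h, 37 deg C. Lysis with anti-cAMP cryptate and cAMP-d2, 30 min RT, read 665/620 nm.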
PTAP TSG101 blk – blocks PTAP/TSG101 interaction to inhibit HIV-1 budding; Fluorescence polarization, FITC-PTAP peptide / Tsg101 binding; Potency, µM (series often up to 115 µM), for the others: at the top dose activity change, negative = inhibition, hits mostly inhibitors; 340,000 tested, under 10 active; active = well fitted inhibition curve with a large enough effect in the main read-out, with a control signal flat, not every such curve was filed as active; inconclusive = small, poorly fitted or top-dose-only effect, or effect the other way, or a change in a side signal; inactive = no such curve, though single readings can be large or run the other way; note: potency is the fitted concentration of half-maximal effect; % of control where 0% means no effect
Target sequence (Q99816 whole entry, looked up): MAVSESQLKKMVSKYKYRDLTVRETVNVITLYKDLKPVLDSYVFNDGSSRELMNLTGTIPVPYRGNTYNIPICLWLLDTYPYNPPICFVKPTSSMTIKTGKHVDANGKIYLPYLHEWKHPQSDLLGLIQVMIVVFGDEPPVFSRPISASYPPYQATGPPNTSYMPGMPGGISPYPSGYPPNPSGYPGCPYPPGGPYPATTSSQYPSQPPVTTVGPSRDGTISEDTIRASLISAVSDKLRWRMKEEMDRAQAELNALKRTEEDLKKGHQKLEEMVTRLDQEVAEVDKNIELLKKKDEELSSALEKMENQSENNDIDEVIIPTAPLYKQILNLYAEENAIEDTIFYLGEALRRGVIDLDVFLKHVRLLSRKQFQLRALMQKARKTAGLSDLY
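FP read-out: FITC-PTAP peptide, 50 nM final, binding Tsg101 binding domain, 10 uM final; 20 min, r.t.; 10 mM HEPES pH 7.5, 0.15 M NaCl, 0.01% Tween 20, 3 mM EDTA, 0.1 mM TCEP.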
uPA generation – blocks generation of uPA at the cell surface; hit rate 0.31% among 330,000; AID 540303; cell surface uPA generation assay, qHTS; Potency, µM (doses to about 38.3 µM), for the others: top-dose activity change, negative = inhibition, actives largely listed as inhibitors; active = well fitted inhibition curve with a large enough effect; inconclusive = small, poorly fitted or top-dose-only effect; inactive = no such curve, though single readings can be large or run the other way; tested in mouse RAW 264.7 cells; note: potency is the fitted concentration of half-maximal effect; % is set by controls: 0 for no effect and ±100 for the full control effect; nearly all actives have a fitted effect of over 55% in size
Mito fusion act – mitochondrial division inhibition or fusion activation; S. cerevisiae fusion-defective mutant growth rescue, CellTiterGlo 48 h; Potency, µM (series often up to 46.1 µM), inactives show top-dose growth rescue (activation), actives largely listed as activators; hit rate 0.23% among 320,000; AID 485298;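 note: potency is the fitted concentration of half-maximal effect; % of control where 0% means no effect; nearly all actives have a fitted effect of over 45% in size; temperature-sensitive fusion mutants such as fzo1-1 at 37 °C on non-fermentable ethanol glycerol medium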
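Temperature-sensitive fusion-defective S. cerevisiae (e.g. fzo1-1, mgm1-5) were grown with compound in YPEG medium (3% ethanol, 3% glycerol) for 48 hours at 37C. Growth rescue was measured as viability by CellTiterGlo luminescence after 10 minutes at ambient.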
ELG1 DNA repair – ELG1-dependent DNA repair inhibition. hit rate 2.3% among 330,000. Potency, µM (series often up to 46.1 µM), without a hit: at the top dose activity change, negative = inhibition, hits mostly inhibitors. AID 504467. HEK293T ELG1-luciferase reporter, luminescence, 16 h; DNA damage induced by 5-fluorouridine; note: potency is the fitted concentration of half-maximal effect; % is set by controls: 0 for no effect and ±100 for the full control effect; nearly all actives have a fitted effect of over 55% in size
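Cells (2,000 per well) received 5-fluorouridine plus test compound or DMSO and were incubated 16 hr at 37 °C, 5% CO2. Luciferase activity was read by luminescence 30 min after ONE-Glo addition; signal suppression marked inhibition of damage-induced ELG1 function.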
TCR activator – T cell receptor activation | 330,000 tested, under 10 active | primary human leukocytes, anti-CD3, IL-2 HTRF, 48 h | Potency, µM (series often up to 9.22 µM), inactives show at the top dose activation of IL-2 secretion, hits mostly activators; note: % of control where 0% means no effect
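Readout: HTRF IL-2, Eu-cryptate/d2 antibody pair, 320nm excitation, 665nm emission. Stimulus: a-CD3 beads, no co-stimulation. Cells: primary human leukocytes. Exposure: 48 hr with compound.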
Tb PFK inh – inhibitors of T. brucei phosphofructokinase; T. brucei PFK, ADP-Glo luminescence; hit rate 0.17% among 330,000; AID 485367; O15648; Potency, µM (titrated, usually from 57.5 µM), for inactives: at the top dose activity, negative = inhibition, most hits filed as inhibitors;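 note: potency is the fitted concentration of half-maximal effect; 0% = uninhibited 1x PFK enzyme wells and -100% = no-enzyme wells; nearly all actives have a fitted effect of over 60% in size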
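In TEA buffer at pH 8.0 with 5 mM MgCl2, enzyme (1.25 nM) converted F6P (0.5 mM) and ATP (0.1 mM) for 45 min at room temperature. ADP product was read by luciferase luminescence.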
Chronic BCR inh – inhibitors of chronic active B-cell receptor signaling. hit rate 0.05% among 340,000. ABC-DLBCL IkBa-CBG/CBR reporter, luminescence ratio, 4 h. Potency, µM (series often up to 46.1 µM), without a hit: at the highest dose ratio change, negative = lower green/red ratio, hits mostly inhibitors; active = well fitted inhibition curve with a large enough effect in the signal ratio, with a control signal flat, not every such curve was filed as active; inconclusive = small, poorly fitted or top-dose-only effect, or effect the other way, or a change in a side signal; the % refers to the signal ratio;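 note: potency is the fitted concentration of half-maximal effect; plate controls were basal doxycycline-induced cells for no effect and cells given 10 µM MG132 for full effect; MG132 reads +100%, hits lower the ratio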
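Concentration-response series (up to 46 uM) were applied to TMD8 dual-reporter cells for 4 h at 37C with doxycycline. Green/red ratio, after filter-overlap correction, defined %Activity; red signal alone was normalised to basal cells and zero luminescence.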
USP2a block – USP2a (human) protease inhibition | hit rate 0.01% among 330,000 | Potency, µM (series often up to 38.3 µM), inactives show at the top dose activity change, negative = inhibition, most hits filed as inhibitors | O75604 | USP2 core, Ub-CHOP2 coupled fluorogenic reporter, 485/531;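 note: potency is the fitted concentration of half-maximal effect; plate controls were DMSO wells for no effect and full inhibition by NEM control for full effect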
Target sequence (O75604 whole entry, looked up): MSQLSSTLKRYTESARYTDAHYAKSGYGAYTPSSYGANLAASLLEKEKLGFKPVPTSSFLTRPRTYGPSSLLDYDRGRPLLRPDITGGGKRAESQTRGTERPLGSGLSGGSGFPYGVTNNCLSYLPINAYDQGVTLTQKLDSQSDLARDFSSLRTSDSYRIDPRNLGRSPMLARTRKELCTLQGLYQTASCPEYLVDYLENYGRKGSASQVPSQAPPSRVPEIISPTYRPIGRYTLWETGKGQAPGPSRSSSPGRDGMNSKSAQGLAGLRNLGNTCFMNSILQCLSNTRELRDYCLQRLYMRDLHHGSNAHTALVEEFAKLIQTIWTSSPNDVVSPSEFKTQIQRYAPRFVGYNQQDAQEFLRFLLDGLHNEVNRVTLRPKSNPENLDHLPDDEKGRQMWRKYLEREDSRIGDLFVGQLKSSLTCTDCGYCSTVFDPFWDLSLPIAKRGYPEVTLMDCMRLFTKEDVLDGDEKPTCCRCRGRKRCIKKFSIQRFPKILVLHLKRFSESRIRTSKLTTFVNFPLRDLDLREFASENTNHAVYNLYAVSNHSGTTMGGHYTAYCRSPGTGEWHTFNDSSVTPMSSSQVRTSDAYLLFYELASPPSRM
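Cell-free coupled assay: 10nM USP2 core preincubated 30min RT with compound in Tris-HCl pH 8.0/CaCl2/CHAPS buffer, then 25nM Ub-CHOP2 and 25nM reporter substrate; fluorescence (Ex 485/Em 531) read after 60min RT, normalized to NEM inhibition, concentration-response curves fitted.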
Eya2 inh – Eya2 (human) phosphatase inhibition. O00167. recombinant Eya2, OMFP fluorescence dephosphorylation (OMFP is methylfluorescein phosphate). Potency, µM (titrated, usually from 76.9 µM), without a hit: at the top dose activity, negative = inhibition, actives largely listed as inhibitors. hit rate 0.006% among 330,000. AID 488837; note: potency is the fitted concentration of half-maximal effect; % is set by controls: 0 for no effect and ±100 for the full control effect
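Eya2 protein (added as 0.2 uM solution) was preincubated with compound for 10 min at ambient temperature in 50 mM HEPES pH 7.5, 50 mM NaCl, 5 uM MgCl2, 0.05% BSA, 1 mM DTT. OMFP (added at 50 uM) then reacted 10 min; fluorescence read at 485/525 nm.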
* marks the source's active call; other numbers are inactive results; ? = inconclusive; / = not tested or not shown; & = joins results of further samples; [ ] = remark or other dose. Unless noted, calls come from the whole dose curve; as a rule, active = well fitted curve in the direction sought with a large enough effect; inconclusive = small, poorly fitted or top-dose-only effect, or another doubt; inactive = no such curve, though single readings can be large; an effect the other way counts as inactive or inconclusive.

SMILES	B2AR arrestin	TSHR antag	PTAP TSG101 blk	uPA generation	Mito fusion act	ELG1 DNA repair	TCR activator	Tb PFK inh	Chronic BCR inh	USP2a block	Eya2 inh
CCOC(=O)C1CCN(CC(=O)Nc2cc(S(=O)(=O)N3CCCCC3)ccc2Cl)CC1	-0.4%	-27.9	-10.1%	-18.9%	20.2%	-18.1%	0.4%	-1.3%	6.4%	0.3%	-26.1%
CCN1CCN(c2c(Cl)cccc2NC(=O)c2ccc([N+](=O)[O-])cc2)CC1	0.4%	2.8	-5.8%	1.1%	-1.2%	-11.0%	-4.3%	-0.2%	3.2%	1.8%	6.8%
COc1ccc(C2NC(=O)NC(O)(C(F)(F)F)C2C(=O)c2ccc(F)cc2)cc1 (configuration not stated)	-0.2%	-1.0	-5.3%	0.1%	3.1%	3.3%	2.8%	-6.8%	0.8%	2.5%	4.6%
O=C(NCCCN1CCN(c2ccc(F)cc2)CC1)c1cccc(N2CCCC2=O)c1	-0.5%	-2.7	-9.4%	-3.1%	4.9%	-6.8%	-1.2%	0.2%	-2.8%	-0.3%	-21.8%
c1coc(-c2ccnc3ncnn23)c1	0.2%	-4.9	-6.5%	2.2%	18.8%	17.7%	-0.2%	-8.0%	0.8%	-0.1%	2.7%
CCOCCCn1c(SCC(=O)NC(C)C)nc2ccccc2c1=O	-0.4%	-0.6	-12.7%	/	-3.3%	0.5%	-1.5%	-3.6%	5.3%	0.1%	-5.5%
O=C1NC(=Nc2ccccc2)CS1	-0.5%	15.1	-5.9%	11.3%	-5.3%	0.0%	5.5%	0.0%	0.5%	-4.5%	8.0%
O=C(COc1cc(Cl)ccc1Cl)Nc1ccc2[nH]c(=O)[nH]c2c1	-0.3%	-8.1	-3.6%	1.2%	-5.2%	20.6%	-3.4%	-7.6%	-3.6%	2.0%	30.0%
CC(C)CCNS(=O)(=O)c1ccc(-c2ccc(S(=O)(=O)NCCC(C)C)cc2)cc1	0.2%	5.3	-9.5%	2.5%	-0.7%	10.1%	-7.0%	-2.2%	-22.2%	6.6%	4.7%
C=CCN1CCc2c(cc(O)c(O)c2Br)[C@@H](c2ccccc2)C1	/	-8.8	-1.2%	?	16.4µM*	/	2.5%	/	/	/	-3.4%
Cc1cc2c(s1)c1cnn(-c3ccccc3)c(=O)c1n2C	-0.7%&0.0%	17.6&-0.9	-1.4%	7.5%	16.6%	2.7%	-7.7%	-2.2%&-0.1%	?	-1.4%&-6.1%	-6.1%&-20.3%
O=C(Cn1cc2c(n1)CCCC2)NCc1ccccn1	-0.2%	23.8	-7.2%	-3.0%	0.1%	22.2%	13.1%	0.9%	?	3.2%	12.6%
CN(C)S(=O)(=O)c1ccc(C(=O)NCc2ccccn2)cc1	-0.1%	29.4	-0.1%	0.7%	1.1%	7.8%	4.7%	0.5%	2.8%	0.9%	8.1%
CCCCOC(=O)C1[C@H]2C(=O)N(c3ccccc3CC)C[C@]23C=C[C@H]1O3 (some centres not stated)	-0.2%	12.3	-0.1%	2.2%	-0.9%	1.9%	11.3%	2.1%	-0.1%	-0.3%	21.1%
CSCCC(=O)N1CCCC(CO)(CCCc2ccccc2)C1 (configuration not stated)	-0.3%	-0.1	-1.9%	2.7%	2.5%	-3.9%	0.0%	0.4%	3.6%	-0.7%	7.0%
O=C1c2cccc3cccc(c23)N1Cc1cccc(F)c1	0.2%	5.5	0.6%	4.4%	17.8%	12.0%	-3.8%	1.0%	-10.8%	-0.6%	2.0%
COc1ccc(CCn2c(=N)c(C(=O)NCC3CCCO3)cc3c(=O)n4cccc(C)c4nc32)cc1OC (configuration not stated)	0.1%	-0.6	-2.0%	-4.5%	-3.6%	?	-2.2%	-0.8%	-12.3%	1.6%	5.9%
CCOc1ccc(C2C=C(c3ccc(C)cc3)Nc3ncnn32)cc1 (configuration not stated)	-0.7%	-9.7	/	/	11.9%	?	/	1.1%	0.3%	5.3%	5.8%
Cc1c(O)c2c(=O)n(-c3ccccc3)c(-c3ccccc3)cc2oc1=O	-0.2%	-0.9	-1.0%	-0.5%	10µM*	-3.5%	1.1%[46.1 µM]	4.1%	4.0%	3.5%	-4.6%
O=C(NCc1nc2ccccc2[nH]1)C1=C[C@@H](c2ccccc2)C[C@@H](OCc2ccc(CO)cc2)O1	-0.1%	0.9	-4.9%	-13.7%	0.6%	-20.5%	7.5%	-4.0%	?	5.2%	2.2%
COc1ccc(CN(CC2CCCO2)S(=O)(=O)c2ccc(-n3cnnn3)c(OC)c2)cc1 (configuration not stated)	0.1%	-3.3	-1.4%	-0.2%	6.6%	-4.0%	5.5%	-0.6%	-11.3%	3.6%	-4.2%
COc1ccc(C(=O)NC2CCCCCC2)cc1S(=O)(=O)N1CCOCC1	-0.5%	-12.4	-4.3%	-28.8%	-0.4%	0.4%	2.2%	2.0%	2.2%	-1.6%	-18.1%
NC(=O)CC(NC(=O)c1cccc(Br)c1)c1ccc(NC2CCCCCCC2)c([N+](=O)[O-])c1 (configuration not stated)	0.3%	-3.8	-4.6%	5.1%	0.8%	20.0%	-4.7%	-0.2%	-0.4%	5.5%	5.7%
COc1ccccc1N1CCN(C(=O)CN(c2cc(C)cc(C)c2)S(C)(=O)=O)CC1	-0.2%	-1.5	-9.4%	3.9%	-0.7%	?	/	-4.4%	-0.5%	3.7%	-0.6%
CC1(c2ccccc2)NC(=O)N(CC(=O)Nc2ccccc2C(=O)N2CCCCC2)C1=O (configuration not stated)	0.1%	-1.8	1.0%	0.3%	7.2%	13.3%	5.0%	0.1%	-6.3%	1.3%	-5.6%
Cc1cc(=O)oc(C)c1C(=O)NCCN1CCOCC1	-0.1%	1.0	-7.0%	/	0.5%	-2.7%	-1.3%	1.5%	2.7%	-1.0%	-3.0%
NCCSC1CC(=O)N(Cc2ccc(F)cc2)C1=O (configuration not stated)	-0.2%	2.2	0.3%	0.2%	-8.4%	?	-0.7%	-3.2%	-1.2%	1.7%	5.5%
O=C(NCc1ccco1)c1cccc2c1C(=O)N(C1CCCCC1)C2	-0.1%	-7.9	-3.8%	-7.4%	0.3%	0.1%	-4.8%[46.1 µM]	2.0%	0.6%	4.2%	-3.3%
O=C(/C=C\Nc1ccccn1)c1ccccc1	-0.3%	-13.9	-7.0%	-4.6%	0.2%	?	4.0%	-11.5%	?	3.8%	0.1%
Cc1ccc(C(=O)O)cc1NC(=S)NC(=O)c1ccc(-c2ccccc2)cc1	-0.1%	-26.1	-7.9%	-13.8%	4.7%	?	/	2.2%	0.6%	0.1%	1.9%
O=C(N/N=C/c1ccco1)C12CC3CC(CC(C3)C1)C2	0.0%	9.0	-1.4%	-1.0%	-6.0%	23.0%	-0.4%	0.4%	-0.3%	-3.8%	-2.7%
CCN(CC)S(=O)(=O)c1ccc2oc(C(=O)Nc3ccc(OC)cc3OC)c(C)c2c1	0.6%	-4.4	-2.7%	/	3.5%	?	1.1%	-2.2%	4.3%	-1.1%	7.2%
Cc1ccc(NC2=C(Cl)C(=O)OC2OC(=O)c2ccccc2)c(C)c1 (configuration not stated)	0.1%	5.9	-5.2%	1.7%	?	0.0%	1.6%	-6.6%	?	0.0%	-5.1%
Cc1ccccc1N(CC(=O)N/N=C/c1ccc(Cl)cc1)C(=O)c1ccccc1	-0.3%	-1.4	-4.4%	-8.8%	7.8%	-5.9%	2.4%	1.6%	-15.7%	2.9%	-16.4%
Cc1ccc(CCNC(=O)CN2C(=O)COc3ccccc32)cc1	-0.2%	-1.0	-3.8%	-1.5%	12.3%	-2.4%	2.9%	-0.4%	4.2%	0.0%	-1.5%
COc1cc(C)nc(N(C)S(=O)(=O)c2ccccc2Cl)n1	-1.9%	-23.0	-5.5%	-1.9%	2.8%	-10.8%	-15.1%	11.7%	0.7%	-0.8%	-15.1%
Cc1cccc(NC(=O)/C(=C\c2ccco2)NC(=O)c2ccccc2)c1	0.2%	-6.2	-0.8%	-1.6%	2.8%	-10.3%	-0.5%	0.3%	-1.0%	-0.3%	7.7%

Screening data (PubChem BioAssay)
